KCNH2 WT inh: qHTS for Inhibitors of KCHN2 3.1: Wildtype qHTS; Voltage-gated inwardly rectifying potassium channel KCNH2 (Homo sapiens), Q12809; U2OS, BacMam KCNH2, thallium flux FluxOr; stronger effect = lower value; activity change, % at 1.84 µM; 340,000 tested, 0.37% active; AID 720551, 2013;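 active means maximum activity change below -70%; inconclusive means maximum activity change between -70% and -50%; inactive means maximum activity change above -50%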; further: on the % scale 0 is the no-effect control and ±100 the full control effect
Target sequence (Q12809 whole entry, looked up): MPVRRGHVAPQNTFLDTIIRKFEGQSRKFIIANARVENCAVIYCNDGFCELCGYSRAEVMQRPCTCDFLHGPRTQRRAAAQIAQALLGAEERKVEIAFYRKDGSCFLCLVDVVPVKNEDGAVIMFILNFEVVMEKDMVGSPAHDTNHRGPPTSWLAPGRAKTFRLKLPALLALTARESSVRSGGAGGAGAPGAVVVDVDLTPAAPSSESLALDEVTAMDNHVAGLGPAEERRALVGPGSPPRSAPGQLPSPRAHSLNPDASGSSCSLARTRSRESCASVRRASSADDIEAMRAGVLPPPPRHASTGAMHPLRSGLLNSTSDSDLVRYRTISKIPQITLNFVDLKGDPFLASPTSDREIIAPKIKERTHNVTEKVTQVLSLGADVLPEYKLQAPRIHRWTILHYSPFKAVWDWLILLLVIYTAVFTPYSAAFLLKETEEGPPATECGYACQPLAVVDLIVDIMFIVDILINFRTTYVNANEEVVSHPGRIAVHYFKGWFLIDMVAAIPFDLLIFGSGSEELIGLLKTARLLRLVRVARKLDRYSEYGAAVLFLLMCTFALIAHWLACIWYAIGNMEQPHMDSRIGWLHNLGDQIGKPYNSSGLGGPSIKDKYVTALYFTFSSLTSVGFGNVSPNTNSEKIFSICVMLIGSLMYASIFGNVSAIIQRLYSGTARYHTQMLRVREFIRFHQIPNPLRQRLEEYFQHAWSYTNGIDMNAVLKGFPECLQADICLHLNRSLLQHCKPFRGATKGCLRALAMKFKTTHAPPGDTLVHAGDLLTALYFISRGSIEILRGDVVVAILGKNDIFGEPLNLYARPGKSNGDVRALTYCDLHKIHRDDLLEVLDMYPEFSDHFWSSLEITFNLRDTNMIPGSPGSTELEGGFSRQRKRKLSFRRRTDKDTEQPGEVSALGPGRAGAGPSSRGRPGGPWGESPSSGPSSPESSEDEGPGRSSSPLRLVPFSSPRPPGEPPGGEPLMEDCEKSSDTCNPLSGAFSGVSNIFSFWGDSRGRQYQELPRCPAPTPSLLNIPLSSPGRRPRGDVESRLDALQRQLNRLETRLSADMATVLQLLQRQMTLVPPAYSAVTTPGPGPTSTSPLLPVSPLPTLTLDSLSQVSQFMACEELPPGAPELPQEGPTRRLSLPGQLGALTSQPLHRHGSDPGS
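U2OS cells were transduced with wild-type KCNH2 virus (2.03 x 10^8 / mL) for 4 h at room temperature, then cultured overnight at 37 C. Thallium flux was read with FluxOr dye. Rate constants were normalized to DMSO controls.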
ASM inhibitor: Inhibitors of Secretory Acid Sphingomyelinase (S-ASM): qHTS | Sphingomyelin phosphodiesterase (Homo sapiens), P17405 | placental ASM, HMU-PC fluorogenic substrate, 60 min | Potency, µM (top dose mostly 57.5 µM), for inactives: top-dose activity change, negative = inhibition, hits mostly inhibitors | 340,000 tested, 0.006% active | AID 504937, 2011; further: potency means the concentration at half of the fitted maximal effect
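Fluorescence read-out (Ex 386 nm, Em 447 nm) after stopping the reaction at pH 10. Enzyme: ASM from human placenta; substrate HMU-PC0, 9 uM final; 60 min, 37 °C. Compound preincubation 10 min, ambient temperature.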
Integrin act MD: qHTS for Activators of Integrin-Mediated Alleviation for Muscular Dystrophy | alpha7betagal myoblasts, beta-gal FDG fluorescence, 48 h | Potency, µM (highest dose often 38.3 µM), without a hit: at the highest dose activation, actives largely listed as activators | 350,000 tested, 0.064% active;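 further: potency means the concentration at half of the fitted maximal effect; 100% = response of the positive control SU9516; nearly all actives have a fitted effect of over 60% in size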
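alpha7betagal+/- myoblasts (passage 13, 250/well) treated 48 h at 37C with compounds at 1:260 dilution of DMSO stock. Lysed, then beta-galactosidase activity read as FDG fluorescence (ex 480/em 540) after 30 min, with pre-read for autofluorescence.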
KCNH2 3.1 inh: qHTS for Inhibitors of KCHN2 3.1: Mutant qHTS; activity change, % (tested at about 1.8 µM); Potassium voltage-gated channel subfamily H member 2, brain isoform KCNH2 3.1 (human); U2OS KCNH2 3.1, thallium flux FluxOr; stronger effect = lower value; 340,000 tested, 0.95% active; AID 720553, 2013;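 active means maximum activity change below -70%; inconclusive means maximum activity change from -70% to -50%; inactive means maximum activity change above -50%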;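 further: thallium influx rate constant from kinetic fluorescence after stimulation buffer; on the % scale 0 is the no-effect control and ±100 the full control effect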
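Thallium flux read-out: FluxOr dye with Red40 quencher in HBSS/HEPES, 45 min at RT. Rate constants from kinetic reads were normalized to positive and negative DMSO controls. Cells: U2OS virally expressing the 3.1 isoform.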
FBPA coupling cs: qHTS Assay for Inhibitors of Fructose-1,6-bisphosphate Aldolase from Giardia Lamblia: Coupling assay counterscreen | 290,000 tested, 0.67% active | coupling enzyme system counterscreen, AmpLite Red fluorescence | activity change, negative = inhibition, % at 58.2 µM, hits read low; in the data active means activity change below about -30%; further: on the % scale 0 is the no-effect control and ±100 the full control effect
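Coupling enzymes only (glyceraldehyde-3-phosphate) + compound, at 57.5 uM final, 10 min RT; add substrate/coupling/AmpLite Red mix, 20 min RT; fluorescence ex 525/em 598 nm. Actives flag coupling-system interference.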
TRPV1 agonist: HTS Assay for Compounds that Act as Agonists of the Vanilloid Receptor 1 | TRPV1-expressing cells, Fluo-8 calcium influx, agonist mode | activation, % at 8.33 µM | 320,000 tested, 0.19% active | AID 540275, 2011; in the data active means activation above about 80%; inconclusive means between about 30% and that limit; further: 0% is about no effect
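Cells expressing TRPV1 were dye-loaded with Fluo-8 and read kinetically: 10 s baseline, 3 min after compound (agonist portion), then 2 min after EC20 capsaicin (allosteric enhancer portion). Calcium-bound dye fluorescence at 480/520 nm.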
MBNL1-CUG inh: qHTS Assay for Inhibitors of MBNL1-poly(CUG) RNA binding | TR-FRET MBNL1-His/biotin-(CUG)12 binding, 665/545 ratio | AID 2675, 2010 | Potency, µM (titrated, usually from 57.5 µM), without a hit: top-dose activity change, negative = inhibition, actives largely listed as inhibitors | 280,000 tested, 0.036% active; active means well fitted inhibition curve with a large enough effect in the signal ratio, with a control signal flat, not every such curve was filed as active; inconclusive means small, poorly fitted or top-dose-only effect, or effect the other way, or a change in a side signal; inactive means no such curve, though single readings can be large or run the other way; the % refers to the signal ratio; further: potency means the concentration at half of the fitted maximal effect; on the % scale 0 is the no-effect control and ±100 the full control effect
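Compound titration spanned 92 nM–58 uM against the MBNL1-His/biotin-(CUG)12 complex. After 60 min at room temperature with 5 nM streptavidin-XL665 and 0.055 ng/ul terbium anti-His, ratiometric 665/545 nm emission (Ex 340 nm) normalized to controls.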
GALK inh: qHTS Assay for Inhibitors of Human Galactokinase (GALK). P51570. Purified GALK, Kinase-Glo residual ATP luminescence. Potency, µM (doses to about 57.5 µM), for the others: at the highest dose activity change, negative = inhibition, actives largely listed as inhibitors. 270,000 tested, 0.007% active. AID 1868, 2009; further: potency means the concentration at half of the fitted maximal effect; on the % scale 0 is the no-effect control and ±100 the full control effect
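GALK at 5 nM final was combined with compound, 35 uM ATP and 100 uM galactose in HEPES pH8.0 with MgCl2 and DTT. The reaction ran one hour at room temperature before luminescent ATP detection.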
A-T KAP1 phos: qHTS Assay for Identifying a Potential Treatment of Ataxia-Telangiectasia; AID 485349, 2010; […] A-T fibroblasts, KAP-1 phosphorylation AlphaLISA; neocarzinostatin DNA damage 30 min before lysis; Potency, µM (series often up to 57.5 µM), without a hit: at the highest dose activation, usual class: activators; 320,000 tested, 0.19% active; further: potency means the concentration at half of the fitted maximal effect; % of control where 0% means no effect; nearly all actives have a fitted effect of over 45% in size
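hTERT-immortalized A-T patient fibroblasts ([…]), 500 cells/well in OPTI-MEM, 1% FBS, got compounds for 60 min, then NCS for 30 min at 37C. Lysates were then assayed for phospho-KAP-1 by AlphaLISA (anti-pKAP1 donor, anti-KAP1 acceptor beads), 6 hr at 25C.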
MLL CXXC-DNA inh: qHTS Fluorescence Polarization Assay for Inhibitors of MLL CXXC domain - DNA interaction; Potency, µM (top dose mostly 115 µM), without a hit: top-dose activity change, negative = inhibition, most hits filed as inhibitors; MLL-CXXC / FITC-HOXA9 DNA fluorescence polarization; Histone-lysine N-methyltransferase 2A (Homo sapiens), Q03164; 290,000 tested, 0.037% active; active means well fitted inhibition curve with a large enough effect in the polarisation, with a control signal flat, not every such curve was filed as active; inconclusive means small, poorly fitted or top-dose-only effect, or effect the other way, or a change in a side signal; inactive means no such curve, though single readings can be large or run the other way; the % refers to the polarisation; further: potency means the concentration at half of the fitted maximal effect
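Fluorescence polarization: 7 uM MLL-CXXC (stock) preincubated 5 min with compounds, then 50 nM fluorescein-HOX-A9 DNA (stock) added; 30 min ambient. Buffer 50 mM Tris-HCl pH 7.5, 50 mM NaCl, 1 mM DTT, 0.05% BSA.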
An asterisk follows results filed as active; u = inconclusive; x = not tested or not shown; [ ] = remark or other dose. Unless noted, the call rests on the fitted dose curve; in most records, active means well fitted curve in the direction sought with a large enough effect; inconclusive means small, poorly fitted or top-dose-only effect, or another doubt; inactive means no such curve, though single readings can be large; an effect the other way counts as inactive or inconclusive.

SMILES	KCNH2 WT inh	ASM inhibitor	Integrin act MD	KCNH2 3.1 inh	FBPA coupling cs	TRPV1 agonist	MBNL1-CUG inh	GALK inh	A-T KAP1 phos	MLL CXXC-DNA inh
O=C(NCc1ccco1)C(=O)c1cn(CC(=O)N2CCCC2)c2ccccc12	1	3%	-5%	1	-6	-6	15%	1%	3%	-2%
CCOc1ncccc1C(=O)Nc1cccc(S(=O)(=O)N2CCOCC2)c1	-8	3%	-29%	-15	x	x	x	x	2%	x
CCOC(=O)c1cn(-c2ccc([N+](=O)[O-])cc2)c2cc(Cl)c([N+](=O)[O-])cc2c1=O	4	7%	5%	-13	4	-4	x	2%	3%	-11%
O=C(NC1=NCCS1)c1ccccc1F	-4	0%	5%	17	x	x	x	x	x	x
CC(C)CCN1C(Nc2ccccc2)=NC[C@@H]1C	-10	-3%	0%	5	3	5	3%	x	8%	8%
CCOC(=O)CCNCC1COc2ccccc2O1 (stereo not drawn)	0	5%	23%	8	-3	-2	4%	-2%	0%	-4%
CCCCCCC(=O)Nc1ccc(Br)cn1	-9	2%	u	18	1	u	-2%	1%	44%	20%
CC(=O)c1cccc(NC(=O)c2ccc(OC3CSC3)cc2)c1	3	2%	11%	-5	2	113*	59%[activator]	-1%	5%	7%
C=CC[C@H](CC(=O)NCCO)C(=O)NC[C@H](OC(=O)[C@@H](CC=C)Cc1ccc(F)cc1)c1ccccc1	7	-8%	12%	-15	x	x	x	x	19%	x
COC(=O)Cn1cc(/C=N/NC(=O)COc2cccc3cccnc23)c2ccccc21	-6	1%	-1%	3	5	-2	-20%	-2%	-3%	2%
C#CCOCCOCCOCCNc1nc(N2CCN(C(=O)Cn3cc(CCCCN)nn3)CC2)nc(N2CCN(C(=O)[C@H](CCCCN)n3cc(CCC(=O)O)nn3)CC2)n1	2	3%	-3%	-1	x	-6	x	x	8%	x
COCCCNC(=O)CC(C)c1ccccc1 (stereo not drawn)	2	1%	-7%	11	2	-7	u	2%	-1%	2%
Cc1ccc([N+](=O)[O-])cc1S(=O)(=O)N1CCCCC1C(=O)O (stereo not drawn)	5	0%	-8%	0	2	-3	u	-2%	15%	-6%
OCc1nc2ccccc2n1/N=C/c1cccs1	-2	2%	-1%	-1	0	6	16%	0%	15%	-10%
O=C(O)CSCC(=O)Nc1ccc(C(=O)O)cc1	14	1%	0%	17	7	-4	-7%	-3%	-1%	-1%
N#C/C(=C(/O)COC(=O)c1ccc(C#N)cc1)c1nc2ccccc2s1	14	2%	-13%	4	12	-4	x	-5%	-6%	3%
CC(C)(C)C(=O)NC(=S)N1CCOCC1	3	1%	18%	5	1	0	-5%	0%	2%	7%
Cc1cc(-c2ccc(C)c(S(=O)(=O)Nc3cccc(CN4CCCC4)c3)c2)on1	6	-4%	-13%	18	x	3	-16%	-4%	-1%	8%
O=C(Cc1ccccc1)Nc1ccc(C(=O)NCc2ccccc2)cc1	0	-1%	-9%	-7	0	1	4%	4%	-2%	-3%
O=C(NNC(=O)c1cc(Cl)nc2ccccc12)c1ccccc1F	1	2%	-1%	-18	x	1	x	x	-3%	x
Cc1cc(=O)[nH]c2nnc(SCC(=O)N3CC(C)OC(C)C3)n12 (stereo not drawn)	-1	1%	4%	-6	x	-2	x	x	15%	x
O=C(O/N=C(/c1ccccc1)c1ccncc1)c1ccc(F)cc1	20	0%	0%	-13	3	7	-6%	0%	0%	39%[activator]
CCOc1ccc(/C=N/NC(=O)c2ccccc2NC(=O)c2ccc(OC)cc2)cc1	-10	u	u	-11	2	2	-5%	2%	-1%	18%
CCn1c(C(C)NS(=O)(=O)c2ccc(Cl)cc2)n[nH]c1=S (stereo not drawn)	12	-1%	26%	3	-1	1	-3%	6%	9%	u
CC(=O)c1c(C)nc(-c2ccc(OCC(=O)Nc3ccc(F)cc3)cc2)n1O	17	-2%	8%	6	5	0	8%	4%	1%	13%
COc1cc(C2NC(=O)CCC2[N+](=O)[O-])c(OC)cc1Br (stereo not drawn)	10	-3%	4%	6	3	-3	-5%	0%	4%	0%
CCc1cc2c3c(c1)/C(=C1/SC(N)=NC1=O)C(=O)N3C(C)(C)C=C2C	4	1%	10%	-10	-1	3	-8%	0%	8%	-2%
COC(=O)c1ccccc1NC(=S)NC(=O)c1ccccc1	7	6%	27%	36	-2	5	1%	-3%	21%	135%[activator]
O=C(Nc1ccccc1C(=O)NCC1CCCO1)c1ccc(Cl)cc1 (stereo not drawn)	36	-2%	-16%	2	1	22	-1%	0%	-1%	10%
C=CCNc1nc(N)c(C(=O)Nc2cc(C)on2)s1	4	7%	-12%	4	4	0	5%	-1%	2%	-4%
COc1ccc2oc(C(=O)NC3(C)CCS(=O)(=O)C3)c(C)c2c1 (stereo not drawn)	-7	4%	-2%	7	x	1	x	x	-7%	x
CSCCC(NC(N)=O)C(=O)Nc1ccc(C)cc1 (stereo not drawn)	2	2%	13%	-10	1	5	-2%	-3%	-3%	5%
O=C(COc1ccc(OCc2ccccc2)cc1)NC1CCOC1=O (stereo not drawn)	-7	-1%	0%	-5	x	-2	5%	-1%	-2%	1%
Nn1c(SCC(=O)Nc2ccc3c(c2)OCO3)nnc1-c1ccc(Cl)cc1	5	-1%	-20%	3	-3	29	-15%	1%	-2%	5%
CN(C)/C=N/c1c(C#N)cnn1C	3	9%	-9%	7	5	-1	-10%	1%	0%	2%
CC(C)c1ccc(NC(=S)Nc2ccc(OC(F)(F)F)cc2)cc1	2	-2%	19%	9	-1	-2	-2%	1%	0%	-12%
COc1ccc2c(CC(=O)NNC(=O)c3ccc(C)cc3)coc2c1	0	-5%	14%	8	x	x	x	x	-3%	x
Cc1c(NC(=O)c2ccc(COc3ccc4ccccc4c3)o2)c(=O)n(-c2ccccc2)n1C	0	-1%	-2%	19	-1	-2	5%	-1%	-8%	-4%
CCOC(=O)C1=C(O)/C(=C\c2ccc(OC)c(OC)c2)N=C1C	-13	4%	14%	-12	-5	-4	10%	1%	8%	-4%
O=C1CCCCCCCCCC/C(=N\O)CCCO1	2	-1%	1%	-29	x	x	x	x	x	x
CCC(=O)c1ccc(OCC(O)Cn2nnc3ccccc32)cc1 (stereo not drawn)	-2	5%	0%	-6	0	2	-1%	3%	7%	0%
NC(=O)Cc1ncc(C(F)(F)F)cc1Cl	-5	-1%	u	4	-1	1	0%	-2%	3%	-2%
Cc1nn(C)c(C(=O)NN)c1Cl	-2	0%	7%	-26	1	26	-1%	-1%	-2%	1%
CC(=O)N1CCC2(CC1)CC(=O)c1cc(OCC(=O)NCc3ccc(C)cc3)ccc1O2	8	225%[activator]	-21%	6	7	2	14%	0%	14%	-1%
Cc1ccccc1OCC(=O)N/N=C/c1ccc(N2CCOCC2)o1	-38	29%	-26%	-6	x	-5	7%	5%	2%	-5%
C#CCOCCOCCOCCNc1nc(N2CCN(C(=O)[C@H]([C@@H](C)CC)n3cc([C@@H](N)Cc4ccc(O)cc4)nn3)CC2)nc(N2CCN(C(=O)[C@H](CCCCN)n3cc([C@@H](N)CO)nn3)CC2)n1	x	x	x	x	-6	-2	-19%	0%	11%	-6%
CCC[C@H](CN[C@@H](CNC)[C@H](C)CC)NCCc1cc(C(F)(F)F)cc(C(F)(F)F)c1	-9	3%	-12%	-21	-1	12	1%	x	4%	57%[activator]
COc1ccccc1-n1c(SCC(=O)Nc2cc(C)on2)nc2c([nH]c3ccccc32)c1=O	-3	-13%	0%	x	x	7	27%	-1%	5%	-1%

Record cards, from the list above. Screens in order: KCNH2 WT inh	ASM inhibitor	Integrin act MD	KCNH2 3.1 inh	FBPA coupling cs	TRPV1 agonist	MBNL1-CUG inh	GALK inh	A-T KAP1 phos	MLL CXXC-DNA inh
Shown for `NC(=O)Cc1ncc(C(F)(F)F)cc1Cl` = -5	-1%	u	4	-1	1	0%	-2%	3%	-2%
Shown for `Cc1nn(C)c(C(=O)NN)c1Cl` = -2	0%	7%	-26	1	26	-1%	-1%	-2%	1%

Bioassay records deposited in PubChem BioAssay by National Center for Advancing Translational Sciences (NCATS).
